Bioassay records (PubChem BioAssay)
FLuc modulator: inhibits or activates purified firefly luciferase, miR-21 counter-screen; Potency, µM (doses to about 57.5 µM), inactives show at the top dose activity change, negative = inhibition, most hits filed as inhibitors; hit rate 6.9% among 360,000; P08659; purified FLuc, Km substrates, luminescence inhibition; active means well fitted inhibition curve with a large enough effect; inconclusive means small, poorly fitted or top-dose-only effect;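 further: plate controls were vehicle for no effect and reference inhibitor for full effect; nearly all actives have a fitted effect of over 55% in size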
Target sequence (P08659 whole entry, looked up): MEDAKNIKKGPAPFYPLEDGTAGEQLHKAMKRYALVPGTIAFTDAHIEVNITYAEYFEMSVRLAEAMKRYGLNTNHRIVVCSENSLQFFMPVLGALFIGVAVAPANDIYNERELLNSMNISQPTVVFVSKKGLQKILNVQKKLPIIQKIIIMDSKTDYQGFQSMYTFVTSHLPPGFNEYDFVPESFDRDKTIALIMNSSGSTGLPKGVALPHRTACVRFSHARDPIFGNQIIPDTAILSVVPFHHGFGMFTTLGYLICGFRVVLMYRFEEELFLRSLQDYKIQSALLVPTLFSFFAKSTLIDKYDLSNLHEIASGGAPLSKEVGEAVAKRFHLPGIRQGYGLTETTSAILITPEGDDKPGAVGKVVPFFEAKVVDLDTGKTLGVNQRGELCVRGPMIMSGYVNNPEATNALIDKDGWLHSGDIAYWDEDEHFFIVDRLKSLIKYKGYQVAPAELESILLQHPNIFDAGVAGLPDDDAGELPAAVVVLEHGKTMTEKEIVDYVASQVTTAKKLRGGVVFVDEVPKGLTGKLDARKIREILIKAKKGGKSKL
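Biochemical qHTS of compounds, final roughly 60 µM downward over six points, against 10 nM purified firefly luciferase using Km concentrations of substrates (10 uM D-luciferin, 10 uM ATP) in Tris acetate pH 7.5 buffer; luminescence output.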
* = called active by the depositor; ? = inconclusive. Potency means the concentration at half of the fitted maximal effect. An excerpt. The share of hits here may be higher or lower than overall.

Compound,FLuc modulator
COc1cccc(CNC(=O)C(NS(=O)(=O)c2ccc3c(c2)oc(=O)n3C)C(C)C)c1 (stereo unspecified),2.9%
CCOc1ccccc1NC(=O)CSc1ccc2nnc(CCNS(=O)(=O)c3ccccc3)n2n1,-1.5%
CCCCn1c(=N)c(C(=O)NC2CCCCC2)cc2c(=O)n3cccc(C)c3nc21,-0.3%
Cc1ccc2ncc(C(=O)NCc3ccccc3Cl)c(=O)n2c1,-6.8%
COCCNC(=O)c1cccc(Nc2nc3ccccc3n3nnnc23)c1,-2.1%
CC(NC(=O)Cn1ccc2cc(S(=O)(=O)N3CCCCCC3)ccc21)c1ccccc1 (stereo unspecified),1.9%
O=S(=O)(c1ccc2[nH]c3c(c2c1)CCCCC3)N1CCN(c2ccccc2)CC1,5.3%
Cc1ccc(C(=O)Nc2ccc3oc(-c4ccccc4C)nc3c2)cc1,?
CCc1ccccc1N1CC(c2nc3ccccc3n2CCCCOc2ccccc2OC)CC1=O (stereo unspecified),-17.1%
O=C(Nc1ccc(C(F)(F)F)cc1)N1CCC(N2CCCCC2)CC1,-0.1%
CSc1ncc(Cl)c(C(=O)N(Cc2ccc(C(C)C)cc2)C2CCS(=O)(=O)C2)n1 (stereo unspecified),-7.0%
CCOC(=O)c1ccccc1NC(=O)CSc1cn(CC(=O)N2CCCCC2)c2ccccc12,-17.3%
CC(C)(C)OC(=O)N1CCC(c2c(C(=O)N3CCN(c4ccccc4)CC3)cnn2-c2ccccc2)CC1,-4.7%
COc1ccccc1C(c1c(O)cc(C)n(Cc2ccco2)c1=O)N1CCCCC1 (stereo unspecified),?
CCOc1ccc(CNC(=O)C2CCN(C(=O)N3CC(CC)Oc4ccc(C)cc43)CC2)cc1OC (stereo unspecified),4.6%
Cc1ccc2nc(-c3ccncc3)c(Nc3ccc(C(C)C)cc3)n2c1,3.3%
COc1ccc(C)cc1NC(=O)NCc1cccn1Cc1ccccc1,7.9%
Cc1ccc(Sc2c(C(=O)NCc3cccc(F)c3)[nH]c3ccccc23)cc1,1.6%
O=C(NCCCc1nc2ccccc2n1Cc1ccc(F)cc1)C1CCCCC1,-13.4%
Cc1ccc(OCC(=O)Nc2ccc(S(=O)(=O)N(Cc3ccccc3)c3ccccc3)cc2)cc1,-2.9%
COc1ccc2c(c1)CCc1c(C(=O)Nc3cc(C)ccc3O)noc1-2,-14.2%
NC(=O)C1(N2CCCCC2)CCN(C(=O)Nc2ccc(F)cc2F)CC1,-2.1%
Cc1ccc(CNC(=O)CCCn2nc(C)n3c(cc4sccc43)c2=O)cc1,0.3%
Cc1ccccc1-c1noc(-c2cc(-c3ccc(F)cc3)n[nH]2)n1,5.6%
CCc1ccc(-c2cn3c(n2)sc2cc(C(=O)NC4CCCCC4)ccc23)cc1,7.1%
COC(=O)Cc1c(C)c2cc3c(c(C)c2oc1=O)OCN(CCc1ccc(F)cc1)C3,0.2%
CSc1ncc(C(=O)Nc2cc(Cl)ccc2C)c(-c2ccccc2)n1,-6.5%
CCOc1ccc(N2CC(c3nc4ccccc4n3CCOc3ccccc3)CC2=O)cc1 (stereo unspecified),-1.3%
Cc1nn(CC(=O)N2CCN(c3ccccc3)CC2)c(=O)c2cc3sccc3n12,-1.4%
O=C(NCCc1ccc(Cl)cc1)C(=O)NCC(c1cccs1)S(=O)(=O)c1cccs1 (stereo unspecified),2.7%
COc1ccccc1CNC(=O)c1ccc(N2Cc3cccc(OC)c3Oc3ncccc32)s1,-8.7%
O=C(NCCc1ccccc1)c1ccc2c(c1)N(Cc1ccc(F)cc1)C(=O)c1ccccc1S2,-7.6%
CCOCCCNC(=O)c1c(NC(=O)Cc2coc3ccc(C)cc23)sc2c1CCC2,-9.7%
CCOC(=O)c1[nH]c(C)c(C(=O)NC(CC)Cc2ccccc2)c1C (stereo unspecified),-14.0%
CC(C)(C)c1ccc(C(=O)NCC(c2cccs2)S(=O)(=O)c2ccccc2)cc1 (stereo unspecified),-5.6%
O=C(CN1CCCN(Cc2ccc(Cl)cc2)S1(=O)=O)Nc1ccccc1F,-12.7%

Random excerpt: 2 compounds from above
Compound,FLuc modulator
CCOc1ccc(N2CC(c3nc4ccccc4n3CCOc3ccccc3)CC2=O)cc1 (stereo unspecified),-1.3%
COc1ccccc1C(c1c(O)cc(C)n(Cc2ccco2)c1=O)N1CCCCC1 (stereo unspecified),?

(continued)
Compound,FLuc modulator
CCc1cc2c(cc(C(=O)OC)n2Cc2nc(-c3ccc(C)cc3)oc2C)s1,4.9%
Cc1ccc(C(C)C)c(OCC(=O)Nc2ccc(C(=O)OC3CCCCC3)cc2)c1,5.9%
COc1ccc(-c2cc(C(=O)NCCc3ccc(OC)c(OC)c3)c3ccccc3n2)cc1,6.75µM*
Cc1ccc(NC(=O)C(=O)c2cc(C)n(-c3ccc(F)cc3)c2C)cc1C,?
COc1cccc(NS(=O)(=O)c2ccc(-c3cc(C)no3)s2)c1,-18.3%
CC(=O)c1ccc(NC(=O)CC2Nc3cc(C)c(C)cc3NC2=O)cc1 (stereo unspecified),-1.6%
CCOCCc1nn2c(=O)cc(COC(=O)c3ccc(NC(=O)c4ccc(F)cc4)cc3)nc2s1,0.5%
CCn1c(SCc2ccccc2)nnc1-c1nonc1NC(C)=O,-7.4%
CN(C)c1ccc(CNc2nc(-c3ccco3)nn2S(=O)(=O)c2ccc(Cl)cc2)cc1,-12.3%
COc1cccc(OC)c1C(=O)Nc1nc2c(s1)CCc1ccccc1-2,-0.7%
Cc1nn(-c2ccc(N3CCCC3)nn2)c(C)c1CCC(=O)Nc1ccc(F)c(Cl)c1,?
Cc1ccc(-n2ncc3c(NCCC4=CCCCC4)ncnc32)cc1C,?
CCOc1cc(C2CC(=O)Nc3c2c(=O)nc(SCc2cccc(Cl)c2)n3C)ccc1O (stereo unspecified),?
Cc1nc2nc(NC(=O)c3ccc(C(C)(C)C)cc3)[nH]n2c(=O)c1Cc1ccccc1,?
COc1ccccc1-c1nc(SCC(=O)c2ccc(Cl)cc2)n[nH]1,-4.1%
O=C(Nc1ccc(S(=O)(=O)N2CCC(c3nc4ccccc4s3)CC2)cc1)c1ccccc1,-0.6%
COc1cc(NC(=O)CCn2nc(C)c(S(=O)(=O)N3CCCCC3)c2C)cc(OC)c1OC,-0.9%
Cc1c(Cl)cccc1NC(=O)c1cnc2sc(N3CCCC3)nn2c1=O,4.0%
COc1cccc(C2CC(=O)Nc3c2c(=O)nc2c(C)cccn32)c1OC (stereo unspecified),4.7%
CC(C)c1ccc(S(=O)(=O)N2CCC(N3CCN(Cc4ccccc4)C(=O)C3=O)CC2)cc1,-2.1%
COc1ccc(-c2nnc(SCC(=O)NCc3ccccc3)nc2-c2ccc(OC)c(OC)c2)cc1OC,-2.5%
CCC(=O)C1=C(c2ccccc2)N(C(=O)CC)n2c(nnc2C2CCCCC2)S1,-3.8%
Cc1cc(C)c(Cn2c3ccccc3c3cnn(CC(=O)NCc4cccs4)c(=O)c32)c(C)c1,-3.7%
COc1cn(CC(=O)Nc2ccc(F)cc2)c(CN2CCCCC2)cc1=O,-0.9%

Later entries.
molecule	FLuc modulator
Cc1ccc(NC(=O)CSc2nc(=O)n(CCN3CCOCC3)c3c2CCC3)c(C)c1	-3.4%
CCCCOc1ccc(C(C)NC(=O)c2cccc(Nc3nc4ccccc4n4nnnc34)c2)cc1 (stereo unspecified)	4.4%
COc1ccc(NC(=O)c2cc3c(s2)-c2c(C)cccc2OC3)c(OC)c1	-9.7%
CCCOc1cccc(NC(=O)c2c(-c3ccccc3Cl)noc2C)c1	-8.5%
Cc1cc(C)c2c(n1)nn1c(C)c(CCC(=O)Nc3ccc(C)c(Cl)c3)c(C)nc21	-2.8%
CCn1c(=O)c(=O)n(CC)c2cc(N3CCCCC3)c(NC(=O)c3cccc(F)c3)cc21	4.1%
CCOC(=O)c1c(NC(=O)COc2ccc(Cl)cc2C)sc(C(C)=O)c1C	5.9%
CCc1ccc2occ(CC(=O)Nc3c(C(=O)Nc4ccc(C)cc4)oc4ccccc34)c2c1	-8.3%
O=C(NCC(c1ccc2c(c1)OCO2)N1CCN(c2ccccc2)CC1)C(=O)Nc1cccc(F)c1 (stereo unspecified)	1.2%
CCOC(=O)c1ccc(NC(=O)C(CC)Sc2nc3ccncc3[nH]2)cc1 (stereo unspecified)	2.6%
CCOc1ccccc1C(=O)Nc1cccc2ccc(C)nc12	-1.8%
Cc1ccccc1NC(=O)Cn1cc(S(=O)(=O)N2CCCC2)c(S(=O)(=O)N2CCCC2)c1	3.7%
CCOC(=O)c1c(NC(=O)/C=C/c2ccc(Cl)cc2)sc2c1CCC(C)C2 (stereo unspecified)	-1.6%
Cc1ccc(Cl)cc1N1CCN(c2ncnc3onc(-c4ccc(F)cc4)c23)CC1	1.6%
CCOc1ccccc1N(C)C(=O)NCc1noc2ccccc12	2.7%
O=C(NCc1cccc(F)c1)c1cccc(NC(=O)c2nsc3ccccc23)c1	8.49µM*
O=C(NCc1ccc(F)cc1)c1cc2c(s1)-c1ccccc1SC2	-17.0%
Cc1ccc(NC(=O)Cn2ccn(-c3ccccc3)c(=O)c2=O)cc1	1.8%
O=C(Nc1ccc(C(=O)OCc2cc(=O)n3c4c(sc3n2)CCCC4)cc1)c1ccc(Cl)cc1	2.3%
CC(=O)c1ccc(NC(=O)c2ccc(CN3C(=O)CCn4nc(C)cc43)cc2)cc1	-13.6%
Cc1cc(C)c(-c2n[nH]c3c2C(c2ccccc2F)N(CCO)C3=O)c(O)c1 (stereo unspecified)	-1.6%
COc1cccc(C2C(C(=O)Nc3ccccc3OC)=C(C)Nc3nc(-c4ccco4)nn32)c1 (stereo unspecified)	-17.7%
CCOc1ccc(NC(=O)CC2C(=O)N(c3cccc(C)c3)C(=O)N2CCC2=CCCCC2)cc1 (stereo unspecified)	7.3%
O=C(Cn1ncc2c3ccccc3n(Cc3ccc(Cl)cc3)c2c1=O)NCCCc1ccccc1	-1.4%
COc1cccc(NC(=O)Cn2cc(S(=O)(=O)N3CCCC3)c(S(=O)(=O)N3CCCC3)c2)c1	-2.5%
Cc1ccc(CNC(=O)C(C)n2c(=O)cc(C(F)(F)F)c3c(C)nn(C)c32)cc1 (stereo unspecified)	-12.6%
CCOc1ccc(-c2nc(SCC(=O)Nc3ccc4c(c3)OCO4)c(-c3ccc(F)cc3)[nH]2)cc1	-2.3%
CCOC(=O)c1c(C)oc2nc(C)nc(N3CCN(c4ccc(OC)cc4)CC3)c12	5.7%
O=C(O)c1cc(-c2ccc(C(F)(F)F)cc2)nc2n[nH]c(-c3ccccc3)c12	3.01µM*
O=C(Nc1cccc(F)c1)c1ccc(-c2ccccc2)s1	2.13µM*
COc1cc(OC)c(NC(=O)CN2C(=O)CCn3nc(-c4cccn4C)cc32)cc1Cl	-2.1%
Cc1ccc(CNC(=O)c2c3c(nc4ccccc24)C(=O)N(C2CCCCC2)C3)cc1	-11.0%
CCc1ccc(C2c3c(oc4ccc(F)cc4c3=O)C(=O)N2c2nc(C)c(C(=O)OC)s2)cc1 (stereo unspecified)	-0.2%
COc1ccc2nc(NC(=O)c3nc(SCc4ccc(F)cc4)ncc3Cl)sc2c1	4.8%
CC1CCC(NC(=O)c2ccc3c(c2)N(Cc2cccc(Cl)c2)C(=O)c2ccccc2S3(=O)=O)CC1 (stereo unspecified)	-8.0%
CCc1ccc(OCc2nc(-c3ccc(-n4cccc4)cc3)no2)cc1	-3.0%
Cc1cccc2c(=O)cc(CSCC(=O)Nc3ccc(Cl)cc3)[nH]c12	3.6%
Cc1cc(C)cc(OCC(=O)Nc2ccc(-c3nc4ccccc4o3)cc2)c1	2.7%
Cc1ccc(-c2nn(CCC(=O)Nc3ccc(Cl)c(Cl)c3)c(=O)c3ccccc23)cc1	-11.4%
CCOc1ccc(C(c2c(O)cc(C)n(CCOC)c2=O)N2CCC(C)CC2)cc1 (stereo unspecified)	-6.8%
Cc1c(-c2nsc(NC(=O)c3cccc(Cl)c3)n2)nnn1-c1ccccc1C(F)(F)F	12µM*
Cc1ccccc1-n1c(SCc2ccc(Cl)cc2)nc2[nH]ncc2c1=O	-0.1%
Cc1cccc(OCc2nnc(-c3ccccc3)o2)c1	?
COc1ccccc1NC(=O)CSc1oc(-c2ccco2)nc1S(=O)(=O)c1ccc(Br)cc1	-4.6%
COc1ccc(OC)c(CC2C(=O)Nc3ccc(Br)cc32)c1 (stereo unspecified)	-6.1%

Structures listed so far with an NH in an aromatic ring, in the order listed:
molecule	FLuc modulator
O=S(=O)(c1ccc2[nH]c3c(c2c1)CCCCC3)N1CCN(c2ccccc2)CC1	5.3%
Cc1ccc(Sc2c(C(=O)NCc3cccc(F)c3)[nH]c3ccccc23)cc1	1.6%
Cc1ccccc1-c1noc(-c2cc(-c3ccc(F)cc3)n[nH]2)n1	5.6%
CCOC(=O)c1[nH]c(C)c(C(=O)NC(CC)Cc2ccccc2)c1C (stereo unspecified)	-14.0%
Cc1nc2nc(NC(=O)c3ccc(C(C)(C)C)cc3)[nH]n2c(=O)c1Cc1ccccc1	?
COc1ccccc1-c1nc(SCC(=O)c2ccc(Cl)cc2)n[nH]1	-4.1%
CCOC(=O)c1ccc(NC(=O)C(CC)Sc2nc3ccncc3[nH]2)cc1 (stereo unspecified)	2.6%
Cc1cc(C)c(-c2n[nH]c3c2C(c2ccccc2F)N(CCO)C3=O)c(O)c1 (stereo unspecified)	-1.6%
CCOc1ccc(-c2nc(SCC(=O)Nc3ccc4c(c3)OCO4)c(-c3ccc(F)cc3)[nH]2)cc1	-2.3%
O=C(O)c1cc(-c2ccc(C(F)(F)F)cc2)nc2n[nH]c(-c3ccccc3)c12	3.01µM*
Cc1cccc2c(=O)cc(CSCC(=O)Nc3ccc(Cl)cc3)[nH]c12	3.6%
Cc1ccccc1-n1c(SCc2ccc(Cl)cc2)nc2[nH]ncc2c1=O	-0.1%
